Compound activity from PubChem BioAssay.
bub3: NCI yeast anticancer drug screen, S. cerevisiae bub3 mutant strain; growth inhibition, % at 50 µM; 78,000 tested, 9.9% active; AID 167, 2004;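 further: 0% = growth of vehicle-only cultures of the same strain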
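Yeast carrying a defined mutation is treated with each compound, and growth is compared with that of vehicle-exposed cells to give inhibition.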
yeast cln2 rad14: NCI yeast anticancer drug screen, S. cerevisiae cln2 rad14 strain; % growth inhibition at 50 µM; 78,000 tested, 8.3% active;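 further: 0% = growth of vehicle-only cultures of the same strain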
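Growth inhibition, relative to vehicle-treated controls, is the read-out. The test organism is a yeast strain with defined genetic alterations, cln2 rad14.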
rad50: NCI yeast anticancer drug screen, S. cerevisiae rad50 strain; growth inhibition, % at 50 µM; 79,000 tested, 10% active; AID 155, 2004;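 further: 0% = growth of vehicle-only cultures of the same strain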
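Vehicle-treated cultures provide the reference for the growth inhibition reported for compound-exposed, repair-deficient yeast.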
yeast mlh1 rad18: NCI yeast anticancer drug screen, S. cerevisiae mlh1 rad18 strain | growth inhibition, % at 50 µM | 79,000 tested, 11% active;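 further: 0% = growth of vehicle-only cultures of the same strain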
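Compound-treated yeast growth, normalised to vehicle controls. Strain bears defined DNA repair mutations.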
yeast sgs1 mgt1: NCI yeast anticancer drug screen, S. cerevisiae sgs1 mgt1 strain; AID 161, 2004; % growth inhibition at 50 µM; 78,000 tested, 10% active;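 further: 0% = growth of vehicle-only cultures of the same strain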
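Test agents were incubated with a DNA-repair-mutant yeast strain. Growth was then read and compared against vehicle-treated controls.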
yeast mec2-1: NCI yeast anticancer drug screen, S. cerevisiae mec2-1 strain; % growth inhibition at 50 µM; AID 157, 2004; 79,000 tested, 9% active;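 further: 0% = growth of vehicle-only cultures of the same strain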
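Using mec2-1 yeast: add compound, measure growth, express inhibition versus vehicle-treated cultures.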
* marks the source's active call; other numbers are inactive results. No stated cut-off is given here; in the data, active means growth inhibition above about 70%; inactive means the rest.

molecule	bub3	yeast cln2 rad14	rad50	yeast mlh1 rad18	yeast sgs1 mgt1	yeast mec2-1
O=c1c2ccccc2n2cnc3ccc(NCCNCCO)c1c32	7	15	-10	-2	-10	-10
O=S(=O)(O)c1ccc(Nc2ccnc3ccccc23)cc1	-17	7	-24	0	-16	-21
CCOC(=O)c1nc2ccc(C(F)(F)F)cc2nc1NCc1ccc(OC)c(OC)c1	-24	-13	6	-25	-28	7
COc1cc(/C=C(\C#N)C(N)=O)cc(Br)c1O	7	9	-14	-7	16	-24
OCCN(Cc1ccccc1)C(c1ccccc1)C(O)c1ccccc1 (stereo not given)	2	29	-3	1	24	8
Cc1cc(C)c(C)c(C)c1C	-4	3	18	21	15	-8
COC(=O)C1=COC2OC3C(C(C)O)C(=O)OC34C=CC1C24 (stereo not given)	-24	-2	-5	-47	-11	-45
CCN(CC)CCOC(=O)Cc1ccc2c(=O)cc(-c3ccc(C)cc3)oc2c1	-2	1	8	-54	-14	-18

Remaining list, next part
molecule	bub3	yeast cln2 rad14	rad50	yeast mlh1 rad18	yeast sgs1 mgt1	yeast mec2-1
CCOC(=O)C(=O)Nc1nc2ccc(C)cc2s1	-3	4	3	12	4	11
CCCC(C)(C#N)c1ccc(OC)cc1 (stereo not given)	32	2	34	-12	32	13
CCOC(=O)C(=O)Nc1ccc2cc(OC)ccc2c1C#N	19	35	14	-18	15	14
Nc1ccnc(=O)[nH]1	3	-21	-4	-37	-19	-12
CCOC(=O)c1cc2sc(NC(=O)c3ccco3)nc2o1	7	4	11	28	49	12
C(=N/c1ccccn1)/c1ccc(/C=N\c2ccccn2)cc1	-18	5	-9	-7	-11	-16
COc1ccc(Nc2ccnc(N)n2)cc1	14	0	5	-13	1	-27
CC(CS(=O)(=O)Cc1ccccc1)S(C)(=O)=O (stereo not given)	-7	-68	-27	-8	-25	-14

Going on with the list.
molecule	bub3	yeast cln2 rad14	rad50	yeast mlh1 rad18	yeast sgs1 mgt1	yeast mec2-1
CCCCSCC(N)C(=O)OC (stereo not given)	4	-66	19	3	4	-11
CN(Cc1ccccc1)N=NCc1ccccc1	4	3	16	-10	-20	-16
Nc1nc(-c2ccc(O)cc2)cs1	-1	3	1	-3	-14	-4
CC1CCCC(C2CCCCCCC2O)N1 (stereo not given)	-14	-20	12	17	5	5
O=C(NCc1ccccc1)c1ccc(Cl)cc1	4	19	24	1	38	24
Cc1cc2ccccc2c(N=Cc2cc(Br)cc(Br)c2O)c1C#N	84*	60	60	98*	97*	87*
COC(=O)CCN1CCN(CCO)CC1C (stereo not given)	-2	-10	-37	-32	-27	-40
Cc1cc(=O)c2c(ccc3c(=O)cc(C)[nH]c32)[nH]1	-3	-52	-57	3	-14	-21

Full records, looked up by structure:
COC(=O)CCN1CCN(CCO)CC1C (stereo not given) across the screens: bub3 = -2; yeast cln2 rad14 = -10; rad50 = -37; yeast mlh1 rad18 = -32; yeast sgs1 mgt1 = -27; yeast mec2-1 = -40
Nc1nc(-c2ccc(O)cc2)cs1 across the screens: bub3 = -1; yeast cln2 rad14 = 3; rad50 = 1; yeast mlh1 rad18 = -3; yeast sgs1 mgt1 = -14; yeast mec2-1 = -4

Going on with the list:
molecule	bub3	yeast cln2 rad14	rad50	yeast mlh1 rad18	yeast sgs1 mgt1	yeast mec2-1
Cc1nn(C(=O)c2ccccc2O)c2c1C(c1ccc([N+](=O)[O-])cc1)SC(N)=N2 (stereo not given)	91*	12	35	53	70	47
Nc1ccc(N)c2c(O)c3ccccc3c(O)c12	2	-2	5	22	13	12
CNc1ncnc2c1cnn2-c1ccc(Cl)cc1	0	-37	-16	4	-7	-7
O=C(Nc1cccc(Cl)c1)Nc1cccc(C(F)(F)F)c1	-15	-38	-16	-22	6	-5
CCOc1ccc(C(N)=S)c2ccccc12	21	-24	16	20	26	-2
COc1cc(OC)c(C2c3cc4c(cc3OC(N3CCCC3)C2C)OCO4)c(OC)c1 (stereo not given)	-5	18	17	-1	2	-12
OC(CC1=NCCS1)(c1ccccc1)c1ccccc1	98*	98*	98*	98*	97*	99*
Cc1cccc(C)c1NC(=O)OC(C)C	12	-32	5	-13	-28	6

Reprinted from the part before: three compounds; new compounds follow.
molecule	bub3	yeast cln2 rad14	rad50	yeast mlh1 rad18	yeast sgs1 mgt1	yeast mec2-1
COc1cc(OC)c(C2c3cc4c(cc3OC(N3CCCC3)C2C)OCO4)c(OC)c1 (stereo not given)	-5	18	17	-1	2	-12
OC(CC1=NCCS1)(c1ccccc1)c1ccccc1	98*	98*	98*	98*	97*	99*
Cc1cccc(C)c1NC(=O)OC(C)C	12	-32	5	-13	-28	6
CCOP(=O)(OCC)/C(C#N)=C/c1ccc(-c2cc(C(F)(F)F)cc(C(F)(F)F)c2)o1	32	-14	-12	35	-3	16
COc1cc(/C=C2\CCc3ccccc3C2=O)ccc1O	91*	91*	89*	84*	88*	92*
O=C(CCc1ccccc1C(=O)O)c1ccccc1O	6	17	1	-8	-3	-10
C=C(C)C1CC/C(C)=C/CC[C@]2(C)O[C@H]2CC/C(COC(C)=O)=C\[C@@H]1O (stereo not given in full)	-19	4	-8	-55	2	-9
CCCCOC(=O)NC(=O)c1cc2cc(Cl)ccc2oc1=O	23	11	5	19	14	18
CCC(C(=O)O)c1cccc2ccccc12 (stereo not given)	-5	-54	12	11	17	0
NCc1ccc2ccc3ccccc3c2c1	-4	11	11	20	-1	-1
NC(N)=Nc1ccc(Cc2ccc(N=C(N)N)cc2)cc1	-10	45	-33	-39	-18	-58

Retrieved by compound from above (2):
molecule	bub3	yeast cln2 rad14	rad50	yeast mlh1 rad18	yeast sgs1 mgt1	yeast mec2-1
O=C(CCc1ccccc1C(=O)O)c1ccccc1O	6	17	1	-8	-3	-10
CCC(C(=O)O)c1cccc2ccccc12 (stereo not given)	-5	-54	12	11	17	0

Continuation:
molecule	bub3	yeast cln2 rad14	rad50	yeast mlh1 rad18	yeast sgs1 mgt1	yeast mec2-1
CN(C)C(=S)/N=c1\ssc(=S)n1Cc1ccncc1	30	52	54	29	38	14
COc1ccccc1C1(C)SCc2nc3ccccc3n21 (stereo not given)	22	3	1	-4	10	-9
O=C(O)/C=C\C(=O)NNc1ccc(Br)cc1	99*	97*	98*	98*	98*	98*
Cc1c(N)ccc(O)c1C	97*	86*	88*	97*	43	91*
COc1ccc(-c2c(C#N)c(-c3ccc(C)cc3)n(NS(=O)(=O)c3ccc(C)cc3)c(=O)c2C#N)cc1	79*	64	71*	84*	85*	69
CC(=O)OCC12C(=O)CC(C)C3(CC(c4ccoc4)OC3=O)C1(C)CCCC21CO1 (stereo not given) (tested in a mixture with another compound)	-17	5	-11	-18	1	-39
C/C(=N/NS(=O)(=O)c1ccc(C)cc1)C(C)C	3	-7	3	24	11	2
Cc1cc(=O)oc2cc(OC(=O)Nc3ccc(Cl)cc3[N+](=O)[O-])ccc12	23	17	26	19	6	11

5 compounds already listed, arranged by heavy-atom count, largest number first.
molecule	bub3	yeast cln2 rad14	rad50	yeast mlh1 rad18	yeast sgs1 mgt1	yeast mec2-1
CC(=O)OCC12C(=O)CC(C)C3(CC(c4ccoc4)OC3=O)C1(C)CCCC21CO1 (stereo not given) (tested in a mixture with another compound)	-17	5	-11	-18	1	-39
Cc1cc(=O)oc2cc(OC(=O)Nc3ccc(Cl)cc3[N+](=O)[O-])ccc12	23	17	26	19	6	11
C/C(=N/NS(=O)(=O)c1ccc(C)cc1)C(C)C	3	-7	3	24	11	2
O=C(O)/C=C\C(=O)NNc1ccc(Br)cc1	99*	97*	98*	98*	98*	98*
Cc1c(N)ccc(O)c1C	97*	86*	88*	97*	43	91*

Next compounds
molecule	bub3	yeast cln2 rad14	rad50	yeast mlh1 rad18	yeast sgs1 mgt1	yeast mec2-1
Cc1cc(C)c(C)c(CC(C)(CI)CI)c1C	-8	1	20	-4	-5	-13
CCOC(=O)/C=C(/C)N(CC)CC	-5	11	24	20	12	-4
CC1(C)CC(C#Cc2ccccc2)CC(C)(C)N1O	-24	12	-26	-6	-18	-13
CC(C)(C)OC(=O)NNS(=O)(=O)CCC(NC(=O)OCc1ccccc1)C(=O)OCc1ccccc1 (stereo not given)	94*	86*	47	96*	51	93*
CS(=O)(=O)OCCCN(CCCOS(C)(=O)=O)c1ccc(C=Nc2ccc(-c3csc(COc4ccc(Br)cc4Br)n3)cc2)cc1	89*	86*	86*	91*	90*	93*
CC(O[Si](C)(C)C(C)(C)C)C(=O)Sc1ccccn1 (stereo not given)	94*	86*	95*	95*	96*	97*
CCCCCCCC(=O)NCCCC(C)Nc1cc(OC)cc2cccnc12 (stereo not given)	22	15	40	28	19	47
C=CC(C/C(C)=N/Nc1ccc([N+](=O)[O-])cc1[N+](=O)[O-])c1ccccc1 (stereo not given)	-20	-54	-18	-8	-18	-5

(more compounds)
molecule	bub3	yeast cln2 rad14	rad50	yeast mlh1 rad18	yeast sgs1 mgt1	yeast mec2-1
CC1(C(N)=O)CCC1	10	-24	2	-21	-18	-15
CCOc1ccc(C(C)c2cc3c(cc2OCC(=O)O)OCO3)cc1 (stereo not given)	-7	25	1	-12	-8	-6
CCOC(=O)CSCCC#N	2	-8	3	1	-5	2
Cc1cn(C2CC(O)C(CO)O2)c(=O)nc1NC1CCCCCCCCCCC1 (stereo not given)	-6	13	1	-6	10	6
O=C(Nc1ccc(Cl)c(C(F)(F)F)c1)C(=O)c1c(O)c2ccccc2oc1=O	-19	-39	10	5	-12	5
COc1ccc(C23OCCN2C(=O)c2ccccc23)cc1 (stereo not given)	96*	93*	97*	98*	98*	97*
O=C(O)C1OCOC2C(CO)OCOC12 (stereo not given)	-4	-30	12	11	17	-5
O=C1N(c2ccccc2)CCS1(=O)=O	7	18	28	56	22	36

New compounds follow
molecule	bub3	yeast cln2 rad14	rad50	yeast mlh1 rad18	yeast sgs1 mgt1	yeast mec2-1
Cc1cc(S(=O)(=O)Nc2nnc3ccccn23)c(S)cc1Cl	-5	4	21	40	18	-5
CC12OC3(C)C4CC1C1(C)OC4(C)C3C(O)C21 (stereo not given)	-6	-17	-1	10	-4	5
COc1ccc(-n2cnc3[nH]ncc3c2=O)cc1	12	-1	2	-3	0	1
[N-]=[N+]=Nc1ccc(SN2C(=O)c3ccccc3C2=O)cc1	95*	63	91*	73*	92*	88*
CCCCCCCCN(CCCCCCCC)CC(O)c1cc2c(c3ccccc13)CCCC2 (stereo not given)	99*	99*	99*	99*	99*	99*
